CaV13 ICDI inh – Disruptors of the CACNA1D IQ motif to Ca2+-dependent inactivation inhibitor domain association, primary screening, Förster resonance energy transfer in intact living … | inhibition, % at 12.3 µM | actives 0.098% (n = 340,000) | AID 743397 | HEK cells, CFP/YFP FRET ICDI-IQ, plate reader, 10 min; percent FRET-ratio fall versus neutral wells;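 active = mean replicate inhibition of at least 30% and at least 1% of replicates passing that level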;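 also: 0% = median of the neutral control wells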
HIF-2a inh – HIF-2a inhibition; 786-0 RCC cells HIF-2a reporter, luciferase luminescence, overnight; inhibition, % at 18.8 µM; actives 0.72% (n = 360,000);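 active = inhibition of the luminescence signal of 40% or more relative to plate controls, in a single-dose primary screen at 18.75 µM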
NR2E3 ag-1 – agonists of human NR2E3 nuclear receptor | Q9Y5X4 | CHO-S Gal4-NCOR/VP16-NR2E3 two-hybrid, luciferase | inhibition of corepressor binding, % at 3.98 µM | actives 0.35% (n = 360,000) | AID 602229;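 active = inhibition above the mean of all tested compounds plus 3 SD, cut at about 70% in these data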;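 also: 0% = DMSO with NR2E3 transfected cells and 100% = cells lacking NR2E3 construct; higher means lower luciferase signal from less NR2E3 corepressor binding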
Target sequence (Q9Y5X4 whole entry, looked up, the tested form may be a part): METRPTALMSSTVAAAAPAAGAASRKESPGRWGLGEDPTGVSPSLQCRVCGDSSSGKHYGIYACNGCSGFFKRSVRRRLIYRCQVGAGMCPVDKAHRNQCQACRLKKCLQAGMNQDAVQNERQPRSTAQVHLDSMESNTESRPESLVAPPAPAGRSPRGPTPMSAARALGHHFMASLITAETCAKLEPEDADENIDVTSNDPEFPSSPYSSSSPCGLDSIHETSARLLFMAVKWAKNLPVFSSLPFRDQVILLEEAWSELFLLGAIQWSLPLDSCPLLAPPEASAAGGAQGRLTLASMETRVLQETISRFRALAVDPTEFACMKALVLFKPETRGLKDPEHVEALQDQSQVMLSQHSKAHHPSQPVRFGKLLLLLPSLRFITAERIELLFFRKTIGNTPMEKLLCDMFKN
PDI turbidity – blocks human protein disulfide isomerase activity | PDI insulin aggregation turbidity, A650, 90 min | inhibition, % at 10 µM | actives 0.052% (n = 350,000);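 active = mean inhibition across replicates of 30% or more, whatever share of single replicates reach that level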;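 also: absorbance from insulin aggregation driven by PDI reduction with DTT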
Target sequence (P07237 whole entry, looked up): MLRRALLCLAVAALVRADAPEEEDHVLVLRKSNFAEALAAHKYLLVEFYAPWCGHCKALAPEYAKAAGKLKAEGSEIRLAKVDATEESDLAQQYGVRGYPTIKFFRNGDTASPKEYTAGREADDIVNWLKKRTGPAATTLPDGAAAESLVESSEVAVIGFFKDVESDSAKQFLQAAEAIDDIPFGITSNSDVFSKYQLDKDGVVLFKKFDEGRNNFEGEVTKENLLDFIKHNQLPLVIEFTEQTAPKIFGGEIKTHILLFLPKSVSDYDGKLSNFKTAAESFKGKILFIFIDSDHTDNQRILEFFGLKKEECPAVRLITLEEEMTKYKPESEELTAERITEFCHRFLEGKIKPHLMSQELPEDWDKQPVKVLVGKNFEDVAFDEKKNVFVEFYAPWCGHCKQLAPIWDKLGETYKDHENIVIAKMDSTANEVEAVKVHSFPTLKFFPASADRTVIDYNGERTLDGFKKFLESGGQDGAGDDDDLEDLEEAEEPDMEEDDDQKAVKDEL
HTR2A ag – mouse HTR2A agonism via beta-arrestin recruitment; actives 0.66% (n = 360,000); P35363; AID 624169; activation, % at 7.6 µM; CHO-K1 mHTR2A beta-arrestin complementation, luminescence; percent of 30 µM serotonin response;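 active = activation above a run cutoff, the mean activation of all tested compounds plus 3 SD, cut at about 14% in these data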;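 also: 0% = plate median of compound wells and 100% = 30 µM serotonin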
MITF TRPM1 inh – inhibitors of MITF-driven TRPM1 promoter in melanoma cells; SK-MEL-5 TRPM1 promoter luciferase, 24 h; inhibition, % at 12.5 µM; actives 0.83% (n = 330,000);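 active = mean inhibition across replicates of 60% or more, whatever share of single replicates reaches that level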; also: values of inactives mirror those of a sister screen read the other way
Peg3 prom inh – inhibitors of Peg3 promoter; HeLa PEG-Prom luciferase reporter, luminescence, overnight; inhibition, % at 20 µM; actives 1.7% (n = 360,000); AID 588405;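 active = inhibition of at least 50% at 20 µM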
H9c2 protect – modulators protecting cardiomyocytes from myocardial damage; protection from H2O2 cell death, % at 20 µM; actives 0.63% (n = 360,000); AID 588492; H9c2 cardiomyocytes, H2O2 injury protection, ATPLite, 2 h;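 active = compounds giving at least 50% protection of heart cells from peroxide-induced death in the single-dose screen, raw or plate-pattern-corrected value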;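 also: 0% = DMSO wells with peroxide and 100% = DMSO wells without peroxide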
hiPSC survival – increases survival of single human iPS cells. AID 602274. actives 0.044% (n = 360,000). survival enhancement, % at 20 µM. hiPSC single-cell survival, ATPlite luminescence; 100% = ROCK inhibitor wells, 0% = DMSO; in the data active = survival enhancement above about 18%;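 also: cells exposed to compounds for 16 hours before the ATP read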
NR2E3 ag-2 – NR2E3 (human) agonism; actives 0.12% (n = 320,000); AID 2300; inhibition of corepressor binding, % at 4.78 µM; GST-NR2E3/biotin-RetCOR TR-FRET, 1536-well;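 active = percent inhibition above the cutoff of mean plus 3 SD of all tested compounds, set per screening campaign, cut at about 20% in these data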;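 also: 0% = DMSO wells and 100% = biotin wells as full block of FRET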
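Material: NR2E3–RetCOR corepressor complex | Quantity: 1.35 nM GST-tagged NR2E3 final | Schedule: 5 h at 4 °C | Replication: Singlicate compound wells | Reagent: RetCOR corepressor, biotinylated, 7 nM | Controls: Biotin wells as high control, 0.6% DMSO wells as low control | Signal: TR-FRET, Eu(K)-anti-GST donor, streptavidin-D2 acceptor, ex 340, em 617/671 nm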
Shn3 3UTR inh – Schnurri-3 reporter inhibition in Clone20 osteoblasts; Clone20 osteoblast Shn3 3'UTR firefly luciferase, 24 h; inhibition, % at 12.5 µM; actives 0.52% (n = 360,000); AID 588674;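 active = mean inhibition of at least 75% with every replicate also reaching 75%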;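 also: 0% = median of neutral control wells and 100% = pilot-screen positive control compound; some compounds past the cut are filed as inactive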
An asterisk follows results filed as active; x = not tested or not shown.

| No. | SMILES | CaV13 ICDI inh | HIF-2a inh | NR2E3 ag-1 | PDI turbidity | HTR2A ag | MITF TRPM1 inh |
| --- | --- | --- | --- | --- | --- | --- | --- |
| 1 | O=C(Cn1cc(C(F)(F)F)ccc1=O)N/N=C/c1ccc(O)cc1 | -4 | 16 | 12 | -5 | -1 | 5 |
| 2 | O=C(Cc1nc(-c2cnccn2)no1)NNC(=O)Nc1ccccc1 | -13 | 11 | 18 | 1 | 0 | -4 |
| 3 | COC(=O)C(=C/C=C/c1cccnc1)C(=O)OC | -4 | -2 | 10 | -4 | 0 | 3 |
| 4 | CCOC(=O)C1=C(COC(=O)CCOc2ccc(OCC)cc2)NC(=O)NC1C (centres undefined) | -15 | -1 | -9 | -9 | -3 | 0 |
| 5 | NC(=O)C1CCN(C(=O)CNC(=O)c2ccccc2)CC1 | 4 | 5 | -6 | 4 | 6 | 0 |
| 6 | Cc1ccc2c(c1)C(O)(CC(=O)c1ccc3c(c1)OCO3)C(=O)N2 (centres undefined) | x | 1 | 0 | 1 | 4 | 4 |
| 7 | CSCCC(NC(=O)c1ccc(Cl)c([N+](=O)[O-])c1)C(=O)N1CCN(C/C=C/c2ccccc2)CC1 (centres undefined) | -6 | 15 | 19 | 0 | -7 | 10 |
| 8 | Cc1ccc(C(=O)NC(=S)NNS(=O)(=O)c2ccc(C)cc2)cc1 | -8 | 4 | -12 | -3 | 4 | -4 |
| 9 | CC1(C(=O)NS(=O)(=O)C2CC2)CCCN(C(=O)c2ccco2)C1 (centres undefined) | -6 | 1 | 18 | 2 | 4 | x |
| 10 | Cc1ccc(NC(=O)Nc2nnc(Cc3ccc([N+](=O)[O-])cc3)s2)cc1 | -5 | -132 | -45 | 6 | 2 | -49 |
| 11 | O=C(Nc1ncccc1O)c1ccc(Cl)c(S(=O)(=O)N2CCCC2)c1 | -2 | 10 | -21 | -7 | 6 | x |
| 12 | CNC(=O)/C(C#N)=C/c1ccc(-c2ccccc2[N+](=O)[O-])o1 | -4 | -185 | -14 | 1 | -5 | -22 |
| 13 | COC(=O)c1cc(-c2ccc(Br)cc2)n[nH]1 | -5 | -197 | -6 | -4 | -2 | -67 |
| 14 | CC(=O)NS(=O)(=O)c1ccc(NC(=S)NC(=O)Cc2ccccc2)cc1 | -4 | 19 | -8 | 4 | 0 | 8 |
| 15 | COc1ccccc1C(=O)N1CC(=O)Nc2ccc(F)cc2C1c1ccccc1 (centres undefined) | -2 | 15 | 15 | -3 | 3 | 1 |

| No. | Peg3 prom inh | H9c2 protect | hiPSC survival | NR2E3 ag-2 | Shn3 3UTR inh |
| --- | --- | --- | --- | --- | --- |
| 1 | -3 | 3 | -0.1 | 4 | -7 |
| 2 | 8 | -2 | -0.1 | 2 | -31 |
| 3 | 10 | 5 | -0.8 | 3 | -3 |
| 4 | 3 | 0 | -0.1 | 1 | -12 |
| 5 | 4 | -5 | -0.1 | 2 | 6 |
| 6 | 7 | -5 | 4.3 | -3 | -1 |
| 7 | 11 | 2 | -0.1 | 1 | -7 |
| 8 | 1 | -1 | 0.6 | 0 | 15 |
| 9 | -5 | -1 | 2.4 | x | -26 |
| 10 | -140 | -10 | 0.0 | -1 | -37 |
| 11 | -12 | 3 | 1.4 | x | 4 |
| 12 | -111 | 8 | 0.5 | -1 | 6 |
| 13 | -257 | -9 | 0.9 | 1 | -36 |
| 14 | -2 | 5 | -1.6 | 3 | -15 |
| 15 | 27 | 2 | -0.5 | 2 | -22 |

Next part:
| No. | SMILES | CaV13 ICDI inh | HIF-2a inh | NR2E3 ag-1 | PDI turbidity | HTR2A ag | MITF TRPM1 inh |
| --- | --- | --- | --- | --- | --- | --- | --- |
| 16 | O=C(c1ccc(CS(=O)(=O)c2ccc(Br)cc2)o1)N1CCCC1 | 2 | -4 | -9 | -2 | 0 | 1 |
| 17 | CCCOc1ccc(N2C(=O)C3C4C=CC(CC4)C3C2=O)cc1 (centres undefined) | -3 | -23 | -14 | -13 | 7 | 6 |
| 18 | O=C(O)c1cccc(NC(=S)NCc2ccccc2)c1 | -3 | 3 | -17 | 2 | 8 | -7 |
| 19 | CCCNC(=O)CN(c1cccc(F)c1)S(C)(=O)=O | -8 | 5 | -3 | -4 | 0 | 8 |
| 20 | CC1(C)CC(=O)C2=C(C1)Nc1ccccc1N1C(=O)c3ccccc3C21 (centres undefined) | -9 | 14 | -9 | -2 | -13 | -4 |
| 21 | COCCn1c(SC(C)C(=O)NCC2CCCO2)nc2sc3c(c2c1=O)CCC3 (centres undefined) | -6 | 12 | -18 | 14 | -8 | -3 |
| 22 | COc1ccc(CN2CCN(CCc3ccccc3)C(CCO)C2)c(Cl)c1OC (centres undefined) | -1 | 17 | -3 | 17 | -8 | 14 |
| 23 | COc1ccc(Br)cc1CNC(=O)Cc1c(C(=O)O)[nH]c2ccc(Cl)cc12 | -4 | 16 | 18 | -5 | 2 | 4 |
| 24 | COc1cc(OC)c2c(-c3cccc(-c4ccc(C#N)cc4)c3)cc(=O)oc2c1 | -6 | -3 | -60 | -2 | -4 | 29 |
| 25 | O=S1(=O)CC(N2CCCC2)CN1Cc1cn(Cc2ccc(Cl)cc2)nn1 (centres undefined) | -7 | 12 | -14 | x | 2 | x |
| 26 | C/C(=N\NC(=O)c1cccc(N/N=C(\C)c2ccncc2)c1)c1ccncc1 | -5 | -7 | -51 | -1 | -6 | -4 |
| 27 | Cc1c(NC(=S)NC(C)(C)C)c(=O)n(-c2ccccc2)n1C | -3 | 12 | 1 | 1 | 11 | -1 |
| 28 | CCN(CC1CCCN(CCc2cccc(F)c2)C1)C(=O)c1cc2ccccc2o1 (centres undefined) | -3 | -38 | -14 | -2 | -11 | -23 |
| 29 | CN(C[C@H](Cc1ccccc1)N(C[C@H](Cc1ccccc1)N(CC1(c2ccccc2)CC1)N=O)N=O)N=O | -9 | 19 | 19 | 2 | -3 | 6 |
| 30 | CC(NC(=O)c1cc2cc([N+](=O)[O-])ccc2oc1=O)C1CCCO1 (centres undefined) | -6 | 13 | -13 | 2 | 0 | 4 |

| No. | Peg3 prom inh | H9c2 protect | hiPSC survival | NR2E3 ag-2 | Shn3 3UTR inh |
| --- | --- | --- | --- | --- | --- |
| 16 | 11 | -1 | 0.1 | 4 | 23 |
| 17 | -7 | -1 | -0.4 | -3 | -1 |
| 18 | -3 | -6 | 0.0 | 1 | 1 |
| 19 | -11 | 6 | 0.0 | -1 | -26 |
| 20 | 12 | 1 | 1.1 | 6 | 7 |
| 21 | 10 | 4 | -0.5 | 2 | 10 |
| 22 | 14 | -3 | 0.2 | 7 | 22 |
| 23 | 7 | -4 | 1.3 | 0 | 0 |
| 24 | 8 | 0 | -2.1 | x | 10 |
| 25 | x | x | -0.4 | x | x |
| 26 | -2 | 68* | 3.4 | 1 | -3 |
| 27 | 12 | 4 | 0.7 | 2 | 38 |
| 28 | -27 | -3 | -0.6 | -1 | -2 |
| 29 | 7 | -2 | -1.1 | 3 | 40 |
| 30 | 7 | 4 | -0.2 | 7 | -20 |

Next section
| No. | SMILES | CaV13 ICDI inh | HIF-2a inh | NR2E3 ag-1 | PDI turbidity | HTR2A ag | MITF TRPM1 inh |
| --- | --- | --- | --- | --- | --- | --- | --- |
| 31 | COCCCN(Cc1cc(OC)c(OC)c(OC)c1)C(=S)Nc1cccc(Cl)c1 | -6 | 4 | 6 | -8 | -1 | x |
| 32 | Cc1nc2ccccc2n1CC(=O)c1ccccc1 | -18 | 18 | -22 | 0 | -3 | 0 |
| 33 | Cc1ccc(C(=O)NCC(=O)Nc2ccccc2C)o1 | -6 | 13 | -34 | -3 | 2 | x |
| 34 | CC1Oc2ccccc2N(CC(=O)c2cccc(Cl)c2)C1=O (centres undefined) | -8 | 0 | -7 | -6 | 0 | 13 |
| 35 | CCOC(=O)N1CCN(C(=O)c2cc3cc(F)ccc3[nH]2)CC1 | -4 | -48 | -7 | -3 | 1 | 12 |
| 36 | CC(C)CN1CCN(Cc2cnc(-c3ccc(Cl)cc3)nc2)CC1CCO (centres undefined) | -5 | -26 | -25 | 9 | 3 | -9 |
| 37 | CC(C)(CNC(=O)c1cc([N+](=O)[O-])ccc1N1CCC(Cc2ccccc2)CC1)N1CCOCC1 | -6 | 5 | -16 | -3 | 0 | -6 |
| 38 | COC(=O)c1ccccc1NC(=O)NCc1ccc2c(c1)OCO2 | -6 | 6 | -17 | -10 | 3 | -10 |
| 39 | Cc1nn(Cc2ccc(Cl)cc2)c(C)c1NC(=O)CCCn1nc([N+](=O)[O-])c(Cl)c1C | -5 | 11 | 25 | 9 | 5 | 2 |
| 40 | c1cc(CCCc2ccncc2)ccn1 | -5 | 10 | -14 | -2 | 1 | x |
| 41 | O=C(c1cc(-c2ccc(Cl)cc2Cl)on1)N1CCCCCC1 | -4 | -177 | -193 | 8 | 5 | -46 |
| 42 | COCc1cc(CN2CCCC(C(=O)c3cccc(C(F)(F)F)c3)C2)ccc1OC (centres undefined) | 7 | -2 | 5 | -2 | 0 | 2 |
| 43 | CCN(C1CCCCC1)S(=O)(=O)CCNC(=O)c1ccc(OC)cc1 | -13 | 2 | -8 | 13 | 2 | x |
| 44 | COC(=O)COc1ccc(NC(=O)C2CCCO2)cc1 (centres undefined) | -5 | 6 | 14 | -3 | 4 | 11 |
| 45 | O=C(CSCc1ccc(Cl)cc1)N1CCCCC1 | x | -208 | -66 | 4 | -5 | -73 |

| No. | Peg3 prom inh | H9c2 protect | hiPSC survival | NR2E3 ag-2 | Shn3 3UTR inh |
| --- | --- | --- | --- | --- | --- |
| 31 | 13 | -10 | 5.4 | x | 82* |
| 32 | 21 | 0 | 1.7 | 2 | 6 |
| 33 | 1 | 3 | -1.7 | x | -4 |
| 34 | 5 | -2 | -3.8 | -2 | -7 |
| 35 | -29 | -4 | 0.8 | -4 | -27 |
| 36 | -36 | 6 | -0.8 | 3 | x |
| 37 | 20 | 8 | -0.4 | 6 | 12 |
| 38 | 5 | 8 | -3.9 | -2 | 6 |
| 39 | 24 | 9 | -0.8 | -1 | -10 |
| 40 | 2 | -1 | 0.5 | 3 | 19 |
| 41 | -288 | -17 | -0.5 | -3 | -50 |
| 42 | 13 | -8 | -2.5 | -2 | 24 |
| 43 | 2 | 2 | -1.5 | x | -17 |
| 44 | -2 | 6 | 2.9 | 1 | -17 |
| 45 | -188 | -4 | 6.3 | 4 | -40 |

Source: PubChem BioAssay (several laboratories)

Compounds were not picked by outcome; 3.9% or so of the library scored in one or more.
